Source: PubChem (Broad Institute)
PglD inh: inhibitors of Campylobacter jejuni PglD acetyltransferase; actives 0.098% (n = 360,000); AID 602405; purified PglD enzyme, DTNB colorimetric CoA detection; inhibition, % at 12.5 µM; in the data active = inhibition above about 16%, passing the limit was not always enough; note: strong numbers were not always called active
RAD52 anneal inh: RAD52 (human) annealing inhibition; inhibition, % at 18.7 µM; recombinant RAD52 DNA annealing, FRET fluorescence; AID 651710; actives 0.46% (n = 360,000);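 active = every replicate showing at least 50% inhibition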
E-selectin induc: induces E-selectin expression in human endothelial cells; P16581; HUVEC E-selectin immunofluorescence imaging; normalized: neutral wells 0, TNF-alpha wells 100; activation, % at 7.58 µM; actives 0.37% (n = 260,000); AID 686992;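 active = mean E-selectin-positive cell signal at least 10% of the positive control, reached in at least 60% of replicates, without over 20% cell loss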;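 note: in these data hits start at about 27%; measured in HUVEC primary endothelial cells; signal is the percent of cells scored E-selectin positive by PE staining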
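System: HUVEC, human umbilical vein endothelial cells; quantity: 3,000 cells/well; buffer or medium: EGM-2 medium, gelatin-coated wells; dosing: single-point compound dose; detection: immunofluorescence imaging; evaluation: % PE-positive cells; benchmarks: TNF-alpha, DMSO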
miR-122 sensor: miR-122 inhibition in Huh7 cells; Huh7 miR-122 Renilla luciferase sensor, 48 h; neutral wells = 0, positive control = 100; actives 0.3% (n = 340,000); AID 602342; activation (reporter increase), % at 12.5 µM;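 active = mean replicate activation score at least 90 and every replicate individually at or above 90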;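 note: higher luciferase means less miR-122 activity so hits act as miR-122 inhibitors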
PGC1a acetyl inh: lowers PGC1a acetylation signal in U2OS cells | AlphaScreen anti-acetyl-lysine; with virally co-expressed GCN5 acetyltransferase | inhibition, % at 15.6 µM | actives 0.17% (n = 350,000) | AID 651687;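 active = every replicate shows inhibition of at least 40%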;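 note: 0% = neutral control wells and 100% = positive control wells; some results beyond the cut were filed as inactive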
RAD54 branch: inhibitors of human RAD54 branch migration; inhibition, % at 10.4 µM; RAD54 Holliday junction branch migration, FAM/BHQ fluorescence; actives 0.14% (n = 360,000); Q92698; AID 602329;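 active = mean normalized replicate activity at least 40 and at least half of replicates scoring 40 or more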;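 note: 0% = median of neutral control wells and 100% = median of positive control wells; inhibitors cause a drop in the FAM fluorescence signal; in these data hits start at about 50%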
Target sequence (Q92698 whole entry, looked up): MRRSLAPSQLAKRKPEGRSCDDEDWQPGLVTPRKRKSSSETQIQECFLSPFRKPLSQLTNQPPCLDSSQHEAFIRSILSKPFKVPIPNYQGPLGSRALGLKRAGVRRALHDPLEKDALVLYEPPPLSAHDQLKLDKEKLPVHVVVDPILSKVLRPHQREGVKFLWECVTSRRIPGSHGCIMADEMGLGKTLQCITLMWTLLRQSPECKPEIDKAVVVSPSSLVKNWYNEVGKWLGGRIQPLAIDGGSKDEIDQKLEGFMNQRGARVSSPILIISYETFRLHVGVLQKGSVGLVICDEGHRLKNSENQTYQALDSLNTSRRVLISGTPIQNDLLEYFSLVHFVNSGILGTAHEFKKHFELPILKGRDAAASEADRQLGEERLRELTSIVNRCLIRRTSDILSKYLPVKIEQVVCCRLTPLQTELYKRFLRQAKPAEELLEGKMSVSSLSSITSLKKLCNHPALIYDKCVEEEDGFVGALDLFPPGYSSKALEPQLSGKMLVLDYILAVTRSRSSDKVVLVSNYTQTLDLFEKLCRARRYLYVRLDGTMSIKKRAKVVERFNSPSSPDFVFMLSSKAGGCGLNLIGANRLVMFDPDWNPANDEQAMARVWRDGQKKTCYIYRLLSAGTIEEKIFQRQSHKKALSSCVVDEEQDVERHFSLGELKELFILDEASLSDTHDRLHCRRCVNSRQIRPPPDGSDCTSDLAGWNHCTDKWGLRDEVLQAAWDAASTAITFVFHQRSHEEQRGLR
ERAP1 HTS inh: inhibitors of human ERAP1 aminopeptidase; recombinant ERAP1, Leu-AMC fluorescence, 60 min; actives 0.15% (n = 340,000); AID 652197; Q9NZ08; inhibition, % at 10.7 µM;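 active = mean replicate inhibition of at least 30%, or all replicates individually reaching that 30% level; inactive = mean below 30% and not every replicate reaching it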;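 note: 0% = neutral control wells and 100% = L-leucinethiol positive control wells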
Cneo AK release: Cryptococcus neoformans lysis via adenylate kinase release; C. neoformans lysis, adenylate kinase release luminescence, 4 h; normalised: neutral wells 0, clomiphene wells 100; lysis activity, % at 15 µM; actives 0.2% (n = 360,000); AID 651654;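 active = mean lysis activity across replicates of at least 80%, whatever share of replicates individually reach that level; inactive = mean lysis activity below 80%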
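Test system: log-phase Cryptococcus neoformans yeast cells. Input: 5 × 10^6 yeast cells/mL. Medium: fresh YPD growth medium. Doses: single dose. Incubation: static 4 h at 37 °C with compound, 1 h detection. Measured by: luminescent adenylate kinase detection reagent. Read-out: signal increase indicating cell lysis. Benchmarks: Clomiphene.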
The depositor's hits bear a star; . = no result given; & = joins results of further samples; [ ] = another dose, or the depositor's remark. Compounds as they come, and some 1.4% of all compounds hit somewhere here.

SMILES	PglD inh	RAD52 anneal inh	E-selectin induc	miR-122 sensor	PGC1a acetyl inh	RAD54 branch	ERAP1 HTS inh	Cneo AK release
Cc1noc(C)c1S(=O)(=O)Nc1ccc2c(c1)CC(=O)N([C@H](C)CO)C[C@H](C)[C@H](CN(C)S(=O)(=O)c1ccc(F)cc1)O2	-6	-91	0.2&-0.1	-2	11	-5	1	0
CCOC(=O)C1CCN(CC(O)COCc2ccccc2)CC1 (configuration not stated)	-2	-12	0.0	-2	0	-9	-3	0
CC/C(C)=N/Nc1cccc([N+](=O)[O-])c1	-6	-11	.	.	.	8	-2	2
CC(=O)Nc1cccc(-c2ccnc3c2CC(C(=O)NCCN(C)C)O3)c1 (configuration not stated)	-1	-11	-0.3	2	-4	3	-1	-3
O=C(NC1CCN(Cc2ccccc2)CC1)C1CCN(c2nnc(-n3cccc3)s2)CC1	3	-5	-0.2	1	-4	-6	.	1
CC(C)CC#Cc1cnc2c(c1)C(=O)N([C@@H](C)CO)C[C@@H](C)[C@@H](CN(C)Cc1ccccc1)O2	0	15	-0.1	7[16.7 µM]	5	-2	-1	1
CCOc1ccccc1CNCCO	0	.	.	-4	.	0	.	-2
COc1ccc(NC(=O)COC(=O)Cc2cccs2)cc1OC	-4	-4	0.0	-4	-4	2	-6	-1
Cc1cc(C(=O)COC(=O)/C=C/c2ccco2)c(C)n1C	0	-12	.	.	-4	-6	-10	1
CO[C@@H]1CN(C)C(=O)c2cc(NS(=O)(=O)c3c(C)noc3C)ccc2OC[C@H](C)NC[C@H]1C	0	-14	-0.1	.	0	-7	2	-1
COc1cc(NC(=O)C2CCCO2)c(C(=O)O)cc1OC (configuration not stated)	-1	-9	.	1	-20	-11	5	-2
COc1ccc(N(CC(=O)NC2CCCCC2)S(=O)(=O)c2cccs2)cc1	2	-6	2.3	-10	10	-5	-3	-2
COc1ccc(C(O)c2nc(-c3ccccc3OC)cs2)cc1 (configuration not stated)	-2	-3	-0.2	-4	-18	-13	-2	4
CC(C)CN(CC(C)C)S(=O)(=O)N1CCC(C(=O)NCc2ccc(F)cc2)CC1	-1	.	.	-7	-8	14	.	1
CCOc1ccccc1NC(=O)CN(C)S(=O)(=O)c1cnc[nH]1	.	-12	-0.3	.	1	.	2	.
Cc1cc(C)c2nc(NNC(=O)c3ccc(S(=O)(=O)N4CCCC(C)C4)cc3)sc2c1 (configuration not stated)	-2	-15	.	-17	-2	0	3	-1
Cc1ccccc1NC(=O)C1CCCN1S(=O)(=O)c1ccccc1C(F)(F)F (configuration not stated)	-2	-7	2.2	4	3	2	5	-3
COc1ccc(CCn2c(N3CCOCC3)nc3c2c(=O)[nH]c(=O)n3C)cc1	0	.	.	.	11	-1	.	-1
C[C@H]1CN([C@@H](C)CO)C(=O)c2cc(NC(=O)CCC(F)(F)F)ccc2O[C@@H]1CN(C)Cc1ccc(Oc2ccccc2)cc1	-1	5	0.4	0[16.7 µM]	7	-2	1	7
CCN(CC)CCNC(=O)COc1ccc(OC)cc1	4&1	-6&-5	0.2&0.2	8&-5	.	-12&9	3&-1	2&1
CC(C)Oc1ccc(CNC(=S)Nc2ccccc2)cc1Cl	3	-11	-0.3	15	14	2	0	15
CCOC(=O)C1=C(C)N=c2s/c(=C\c3ccc(C(=O)O)cc3)c(=O)n2C1c1ccc(F)cc1 (configuration not stated)	3	-23	0.1	.	4	-4	3	-3
CCN(Cc1ccncc1)C(=S)Nc1ccccc1	1	-5	.	-9	2	-4	-2	2
Cc1c(C(=O)OC(C)C)[nH]c2c1C(=O)CCC2	4	.	.	-8	-6	-9	.	5

3 compounds already listed, sorted by their value in RAD52 anneal inh, smallest number first.
compound	PglD inh	RAD52 anneal inh	miR-122 sensor	PGC1a acetyl inh	ERAP1 HTS inh
CCOc1ccccc1NC(=O)CN(C)S(=O)(=O)c1cnc[nH]1	.	-12	.	1	2
CC(C)Oc1ccc(CNC(=S)Nc2ccccc2)cc1Cl	3	-11	15	14	0
COc1ccc(C(O)c2nc(-c3ccccc3OC)cs2)cc1 (configuration not stated)	-2	-3	-4	-18	-2

Other structures:
SMILES	PglD inh	RAD52 anneal inh	E-selectin induc	miR-122 sensor	PGC1a acetyl inh	RAD54 branch	ERAP1 HTS inh	Cneo AK release
COc1ccc(NC(=O)N(C)C[C@H]2Oc3ncc(C#C[C@H](C)O)cc3C(=O)N([C@H](C)CO)C[C@@H]2C)cc1	2	-4	-0.3	-4[16.7 µM]	4	3	-2	1
CCNC(=O)c1cccc(NC(=O)CC2SC(N3CCCCC3)=NC2=O)c1 (configuration not stated)	1	-67	.	.	.	22	0	0
COc1cccc(C#Cc2ccc([C@@H]3[C@@H](C#N)N(C(=O)C4CC4)[C@H]3CO)cc2)c1	-2	-4	-0.5	.	-18	-12	-2	-3
C[C@H](CO)N1C[C@H](C)[C@@H](CN(C)C(=O)Nc2ccc3c(c2)OCO3)Oc2cc(C#Cc3ccncc3)ccc2S1(=O)=O	-2	3	0.2	23[16.7 µM]	6	8	1	-3
Cc1ccc(/C=C/C(=O)OCC(=O)NC(C)c2ccccc2)o1 (configuration not stated)	1	-23	0.0	-7	4	14	-2	-1
N#C[C@H]1[C@@H](c2ccc(C3=CCCC3)cc2)[C@H](CO)N1C(=O)NC1CCCCC1	.	-23	0.0	.	-21	.	-5	.
Cc1cc(C)c(S(=O)(=O)Nc2ccc(O)c(Sc3ncn[nH]3)c2)cc1C	3	-6	-0.4	8	1	3	2	0
CSc1cc(SC)ncn1	2	4	.	.	0	10	1	1
Cc1noc(C)c1S(=O)(=O)Nc1ccc2c(c1)C(=O)N([C@@H](C)CO)C[C@H](C)[C@@H](CN(C)C(=O)Nc1ccc3c(c1)OCO3)O2	-12	13	.	0[16.7 µM]	4	-12	1	-1
CO[C@H]1CN(C)C(=O)c2ccc(NS(=O)(=O)c3ccc(-c4ccccc4)cc3)cc2OC[C@H](C)NC[C@H]1C	1	19	0.0	.	1	3	-3	55
CC(=O)Nc1ccc(S(=O)(=O)Nc2ccc(Cl)cn2)cc1	-3	-9	.	4	8	4	-2	-2
Cc1ccc(-c2cc(C(F)(F)F)n3ncc(C(=O)O)c3n2)cc1	2	.	.	0	4	7	.	8
CNS(=O)(=O)c1cccc(C(=O)OCC(=O)Nc2ccc(Cl)cn2)c1	4	-26	-0.1	2	8	-18	2	12
O=C(NCc1cccnc1)[C@@H]1CC=C[C@@H]2CCN(Cc3ccc(Cl)c(Cl)c3)C(=O)[C@@H]21	5	-8	-0.1	-14	0	-13	-5	1
COc1ccc(N(C(=O)c2ccco2)C(C(=O)NC2CCCCC2)c2ccccc2)cc1 (configuration not stated)	6	.	.	-1	13	4	.	-1
Cc1noc(C)c1NC(=O)N(C)C[C@@H]1Oc2ccc(NC(=O)C3CC3)cc2CC(=O)N([C@H](C)CO)C[C@H]1C	3	-8	-0.1	-4[16.7 µM]	-4	6	1	1
C[C@@H]1CN([C@@H](C)CO)C(=O)c2cc(C#Cc3ccncc3)cnc2O[C@@H]1CN(C)C(=O)c1ccccc1F	-1	-13	0.2	-7[16.7 µM]	-2	1	2	3
O=C(/C=C/Nc1ccccc1O)c1ccco1	.	-31	-0.4	.	-3	.	9	.
CCCNC(=O)C1(C)CCN(C(=O)COCc2ccccc2)C1 (configuration not stated)	1	-4	-0.3	-11	5	0	3	-1
CCCC(NS(=O)(=O)c1ccc(-c2ccc(=O)[nH]n2)s1)c1cccs1 (configuration not stated)	0	-21	.	20	-25	-5	0	1
CCc1noc(C)c1C(=O)NNC(=O)c1ccc(Br)cc1	2	-8	.	-2	.	2	-1	-1
COc1ccc(S(=O)(=O)N2CCN(C(=O)COc3ccc4c(C)cc(=O)oc4c3)CC2)cc1	-5	.	-1.0	.	.	-18	.	2
C[C@@H]1CCCCO[C@H](CN(C)S(C)(=O)=O)[C@@H](C)CN([C@@H](C)CO)C(=O)c2cc(NC(=O)CCCN(C)C)ccc2O1	9	-1	0.0	2[16.7 µM]	16	0	-4	0
O=C(CN1CCN(S(=O)(=O)c2ccc3c(c2)OCCO3)CC1)Nc1cccc(F)c1	6	-17	0.1	-1	-5	-5	-5	.
CCCN(CCC)C1CC(=O)N(Cc2ccccc2)C1=O (configuration not stated)	-4	.	.	-5	-11	-3	.	-2
CCCC(=O)Nc1nc2ccc(NC(=O)c3cccnc3)cc2s1	-3	-10	.	10	-19	-8	6	0
CNC[C@@H]1OCCCC[C@H](C)Oc2ccc(NC(=O)c3ccncc3)cc2C(=O)N([C@H](C)CO)C[C@H]1C	-1	-119	0.0	3[16.7 µM]	3	-12	3	0
CC(=O)N(C)C[C@H]1Oc2cc(C#Cc3cccnc3)ccc2S(=O)(=O)N([C@H](C)CO)C[C@@H]1C	-37	5	0.5	3[16.7 µM]	25	2	-6	0
Cc1ccccc1C(=O)Nc1cccc(NC(=O)c2ccc(F)cc2)c1	-5	7	0.1	1	8	-12	3	-1
Cc1ccc(C(=O)NCC(=O)NCC(=O)OCC(=O)c2cccs2)cc1	3	.	.	-1	-12	0	.	1
COC(=O)c1cc(NC(=O)C2C3C=CC(C3)C2C(=O)O)cc(C(=O)OC)c1 (configuration not stated)	-9	.	.	0	1	1	.	10
CN(CC(=O)Nc1ccc(Cl)cc1)C(=O)COc1ncnc2ccccc12	0	9	.	-6	5	-8	-2	-1
CS(=O)(=O)N1[C@H](C#N)[C@H](c2ccccc2-c2ccc(F)cc2)[C@@H]1CO	.	-8	0.0	.	-3	.	0	.
CC(=O)Nc1ccc2c(c1)C(=O)N(c1ccc(C)cc1)C2=O	-4	.	.	2	20	-2	.	1
CCCN1C[C@H](C)[C@@H](OC)CN(C)C(=O)c2cc(NS(=O)(=O)c3ccccc3)ccc2OC[C@H]1C	-1	-10	-0.3	.	-2	5	.	0
CCCCN(C(=O)CSc1nc2ccccc2s1)c1c(N)n(CCCC)c(=O)[nH]c1=O	-3	-25	0.6	-8	.	4	2	-1
CN(C)c1nc(NCc2ccccc2)nc(SCC(=O)Nc2ccccc2Cl)n1	-2	-31	-2.6	2	-10	20	-2	0
CC(NC(=O)Nc1cccc([N+](=O)[O-])c1)(C(F)(F)F)C(F)(F)F	-4	.	.	0	-15	-1	.	-3
COc1ccc(C(=O)COC(=O)CNS(=O)(=O)c2ccc(C)cc2)cc1	2	-16	-0.6	-17	.	4	-2	5

Among those listed so far, these have two or more sulfur atoms:
SMILES	PglD inh	RAD52 anneal inh	E-selectin induc	miR-122 sensor	PGC1a acetyl inh	RAD54 branch	ERAP1 HTS inh	Cneo AK release
Cc1noc(C)c1S(=O)(=O)Nc1ccc2c(c1)CC(=O)N([C@H](C)CO)C[C@H](C)[C@H](CN(C)S(=O)(=O)c1ccc(F)cc1)O2	-6	-91	0.2&-0.1	-2	11	-5	1	0
COc1ccc(N(CC(=O)NC2CCCCC2)S(=O)(=O)c2cccs2)cc1	2	-6	2.3	-10	10	-5	-3	-2
Cc1cc(C)c2nc(NNC(=O)c3ccc(S(=O)(=O)N4CCCC(C)C4)cc3)sc2c1 (configuration not stated)	-2	-15	.	-17	-2	0	3	-1
Cc1cc(C)c(S(=O)(=O)Nc2ccc(O)c(Sc3ncn[nH]3)c2)cc1C	3	-6	-0.4	8	1	3	2	0
CSc1cc(SC)ncn1	2	4	.	.	0	10	1	1
CCCC(NS(=O)(=O)c1ccc(-c2ccc(=O)[nH]n2)s1)c1cccs1 (configuration not stated)	0	-21	.	20	-25	-5	0	1
CCCCN(C(=O)CSc1nc2ccccc2s1)c1c(N)n(CCCC)c(=O)[nH]c1=O	-3	-25	0.6	-8	.	4	2	-1
